UbGFP stabilizer: ubiquitin-GFP accumulation via proteasome inhibition; 67,000 tested, under 10 active; Ubiquitin-GFP reporter cells, proteasome inhibition, GFP fluorescence; response scale: untreated = 0%, 10 µM MG-132 = 100%; Potency, µM (top dose mostly 45.9 µM), for the others: at the highest dose activation (GFP accumulation), hits mostly activators; active = well fitted activation curve with a large enough effect, not every such curve was filed as active; inconclusive = small, poorly fitted or top-dose-only effect, or another doubt; inactive = no such curve, though single readings can be large or run the other way; also: potency is read from the fitted curve at half-maximal effect
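Reporter cells (U2OS, ubiquitin-G76V-GFP fusion) are plated overnight, then treated 4 hr at 37 °C with compound titrations from 46 uM down to 2.9 nM. Activity is scaled against untreated cells and 10 uM MG-132.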
Hsp90 Hop PPI: changes Hsp90-Hop TPR2A binding signal, up or down; 71,000 compounds, 0.44% hits; AlphaScreen TPR2A-His6 binding biotin-Hsp90 C-terminal peptide; Potency, µM (titrated, usually from 57 µM), for inactives: at the top dose activity change, negative = inhibition; active = well fitted curve in either direction with a large enough effect; inconclusive = small, poorly fitted or top-dose-only effect, or another doubt; also: potency is read from the fitted curve at half-maximal effect; % is scaled to controls: 0 for no effect and ±100 for the full control effect; many of its hits are not listed in these tables
HBB splicing: hemoglobin beta splicing modulation; HBB splicing reporter cell assay, activation; EGFP reporter with mutant IVS2-654 intron; response scale: normalised to 500 nM splice-correcting PNA; Potency, µM (top dose mostly 46.1 µM), inactives show at the top dose activation, hits mostly activators; 65,000 compounds, 0.06% hits; AID 925; also: potency is read from the fitted curve at half-maximal effect; 0% is about no effect
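HeLa cells stably expressing EGFP interrupted by mutant beta-globin intron 2 (IVS2-654), 500/well in 2% FCS. Treated with compound for 2 days at 37C. Splicing correction scored as total well GFP intensity (488 nm excitation, 500-520 nm emission); 500 nM antisense PNA served as control.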
4MU fluor: compounds fluorescent in 4-MU spectral region | compound autofluorescence, 340/450 nm, 4-MU equivalents; stronger effect = higher value | max dye-equivalent concentration, M | 59,000 compounds, 11% hits | AID 589; in the data active = max dye-equivalent concentration above about 10 nM; inconclusive = mostly about 1.1 nM to 9.6 nM
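Intrinsic fluorescence at 340/450 nm (ex/em) was read after 15 min at room temperature in pH 8.0, 100 mM Tris. Each compound concentration expressed as 4-MU-equivalent concentration from a six-point 4-MU standard series on each plate.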
Fluorescein fluor: compound autofluorescence in fluorescein spectral region. max fluorescein-equivalent concentration, M. Compound autofluorescence, 480/540 nm, fluorescein-equivalent; stronger effect = higher value. 59,000 compounds, 0.91% hits; in the data active = max fluorescein-equivalent concentration above about 10 nM; inconclusive = between about 1.1 nM and that limit
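Read-out is intrinsic compound fluorescence at 480/540 nm (excitation/emission), expressed as dye-equivalent concentration using a fluorescein standard series run on every plate. Compounds sat 15 min at room temperature in 100 mM Tris, pH 8.0.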
Epigenetic mod: derepresses silenced GFP locus in mouse C127i cells; mouse C127i GFP locus derepression, cytometry, 30 h; Potency, µM (top dose mostly 46.1 µM), for the others: at the highest dose GFP derepression (activation); 68,000 compounds, 0.09% hits; also: % of control where 0% means no effect
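Read-out is the number of GFP-positive cells, scored as fluorescent objects 20 to 120 um wide, reflecting derepression of a silenced CMV-GFP reporter in murine C127i cells after 30 h compound exposure at 37 C.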
DNA Pol III inh: blocks replication by bacterial DNA polymerase III holoenzyme; reconstituted DNA polymerase III holoenzyme replication, biochemical; Potency, µM (series often up to 57.1 µM), for inactives: at the top dose activity change, negative = inhibition; 71,000 compounds, 0.25% hits; AID 603; also: potency is read from the fitted curve at half-maximal effect; % is scaled to controls: 0 for no effect and ±100 for the full control effect
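Reconstituted *E. coli* holoenzyme (0.35 nM Pol III, 1 nM beta, 154 nM SSB, 2 nM primase) was preincubated with compound for 15 min at RT. Synthesis on 1.4 nM ssM13Gori ran 35 min, then was stopped with PicoGreen/EDTA and read as dsDNA fluorescence.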
Rhodamine fluor: compound fluoresces in the rhodamine spectral region. Rhodamine-region fluorescence, 547/598 nm, Tris buffer; stronger effect = higher value. AID 594. 59,000 compounds, 0.05% hits. max dye-equivalent concentration, M; in the data active = max dye-equivalent concentration above about 11 nM; inconclusive = between about 1.1 nM and that limit
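A six-point rhodamine series on each plate calibrates the signal. Compounds sit in 100 mM Tris (pH 8.0) for 15 min at ambient temperature before imaging through 547 nm/598 nm filters.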
TexasRed autofl: compound fluoresces in the Texas Red spectral region. Compound fluorescence, Texas Red channel, 547/618 nm; stronger effect = higher value. max dye-equivalent concentration, M. 59,000 compounds, 0.06% hits. AID 587; in the data active = max dye-equivalent concentration above about 10 nM; inconclusive = between about 1.1 nM and that limit
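Texas Red-region profiling: compounds in 100 mM Tris pH 8.0 were read at 547/618 nm after 15 min at room temperature. Intensities were normalized against a six-point Texas Red standard series to give dye-equivalent concentration.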
HADH2 inhib: HADH2 (human) dehydrogenase inhibition; Potency, µM (doses to about 57.1 µM), for the others: at the highest dose activity change, negative = inhibition, actives largely listed as inhibitors; 73,000 compounds, 3.4% hits; Q99714; recombinant HADH2, NADH fluorescence, beta-hydroxybutyryl-CoA; also: potency is read from the fitted curve at half-maximal effect; % is scaled to controls: 0 for no effect and ±100 for the full control effect; nearly all actives have a fitted effect of over 60% in size; many of its hits are not listed in these tables
Target sequence (Q99714 whole entry, looked up, one chain of several): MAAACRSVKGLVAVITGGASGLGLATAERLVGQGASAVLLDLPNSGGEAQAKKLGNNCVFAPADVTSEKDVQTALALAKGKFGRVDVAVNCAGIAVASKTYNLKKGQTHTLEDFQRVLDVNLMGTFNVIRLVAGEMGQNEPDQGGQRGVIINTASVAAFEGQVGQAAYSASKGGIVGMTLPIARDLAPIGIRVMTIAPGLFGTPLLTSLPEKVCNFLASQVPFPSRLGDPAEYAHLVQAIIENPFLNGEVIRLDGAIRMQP
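His-tagged recombinant enzyme from E. coli, 20 nM, preincubated 15 min RT with compound; reaction started with 1 mM NAD+ and 90 uM beta-hydroxybutyryl-CoA in 100 mM Tris-HCl pH 9.0. NADH fluorescence (ex 360/em 450) read over 4 min; last-minus-first difference.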
15-hLO inh: blocks human 15-lipoxygenase activity. P16050. purified 15hLO-1, xylenol orange hydroperoxide absorbance. Potency, µM (doses to about 57.1 µM), for inactives: at the top dose activity change, negative = inhibition, usual class: inhibitors. 74,000 compounds, 1.4% hits; also: potency is read from the fitted curve at half-maximal effect; % is scaled to controls: 0 for no effect and ±100 for the full control effect; nearly all actives have a fitted effect of over 55% in size
Target sequence (P16050 whole entry, looked up): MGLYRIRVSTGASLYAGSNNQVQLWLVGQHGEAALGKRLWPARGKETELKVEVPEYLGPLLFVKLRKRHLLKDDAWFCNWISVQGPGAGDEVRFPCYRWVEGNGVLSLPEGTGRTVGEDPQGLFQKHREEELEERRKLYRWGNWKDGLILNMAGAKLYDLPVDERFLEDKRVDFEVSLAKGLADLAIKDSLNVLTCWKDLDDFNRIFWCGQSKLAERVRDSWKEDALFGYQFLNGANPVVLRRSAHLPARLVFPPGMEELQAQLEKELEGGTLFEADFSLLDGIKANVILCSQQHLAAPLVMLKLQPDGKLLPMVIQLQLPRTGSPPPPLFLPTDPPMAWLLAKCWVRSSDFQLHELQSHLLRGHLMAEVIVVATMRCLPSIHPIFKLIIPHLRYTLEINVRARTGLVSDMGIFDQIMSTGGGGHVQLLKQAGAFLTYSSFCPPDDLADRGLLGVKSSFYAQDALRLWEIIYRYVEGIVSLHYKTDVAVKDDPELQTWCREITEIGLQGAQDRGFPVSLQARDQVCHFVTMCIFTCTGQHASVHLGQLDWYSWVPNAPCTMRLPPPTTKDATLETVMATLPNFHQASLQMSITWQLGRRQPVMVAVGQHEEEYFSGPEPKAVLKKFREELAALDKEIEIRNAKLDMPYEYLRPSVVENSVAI
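Inhibition is scored from a chromogenic endpoint. After 15 min enzyme-compound contact, arachidonic acid (50 uM final) reacts 6 min with 40 nM 15hLO-1 at room temperature, then Fe-XO reagent is added for 30 min and absorbance ratio recorded.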
An asterisk follows results filed as active; i = inactive; ? = inconclusive; nt = no result given; & = joins results of further samples; [ ] = another dose, or the depositor's remark. Unless noted, calls follow the shape of the dose curve; as a rule, active = well fitted curve in the direction sought with a large enough effect; inconclusive = small, poorly fitted or top-dose-only effect, or another doubt; inactive = no such curve, though single readings can be large; an effect the other way counts as inactive or inconclusive. Some of the compounds tested (hit frequency here may not be typical).

Values in the order: UbGFP stabilizer, Hsp90 Hop PPI, HBB splicing, 4MU fluor, Fluorescein fluor, Epigenetic mod, DNA Pol III inh, Rhodamine fluor, TexasRed autofl, HADH2 inhib, 15-hLO inh
CCOC(=O)c1ccc(Nc2nnc(C(C)(C)C)c(=O)[nH]2)cc1
 : 2%, -5%, -2.9%, i, i, 0%, 7%, i, i, 2%, -3%
COc1cc(OC)cc(C(=O)NCC(=O)N2CCCCC2)c1
 : 3%, 2%, 0.1%[57.5 µM], i, i, -2%, -3%, i, ?, -8%, 3%
Cc1nccc2[nH]c(=O)c(C(=O)NC3CCN(Cc4ccccc4)CC3)cc12
 : -5%, -1%, 0.9%, nt, nt, -3%, 0%, nt, nt, 1%, -2%
CN(C)CCN(C)Cc1ccc2c(c1)Cc1ccccc1-2
 : 9%, -5%, -0.6%, nt, nt, -3%, 0%, nt, nt, 2%, -3%
O=C(O)c1n[nH]c2ccccc12
 : -10%, -5%, 0.1%, i, i, 0%, -6%, i, i, 0%, 0%
CNc1cc(NS(=O)(=O)c2ccc(N)cc2)nc(NC)n1
 : 7%, -6%, 1.8%, 2e-08M*, ?, -2%, -3%, i, i, 9%, 18%
CCn1cc(C(C)(C)C)c(C#N)c1NC(C)=O
 : 5%, -7%, 0.4%, ?, i, 6%, 1%, i, ?, 9%, 2%
CCCOC(=O)/C(C(N)=NCc1ccccc1)=C(\O)OCCC
 : ?, 9%[11 µM], 0.2%[0.0738 µM], nt, nt, 3%, -12%[11.4 µM], nt, nt, -4%[11.4 µM], -11%[11.4 µM]
O=C(CC(NS(=O)(=O)c1ccc(Cl)cc1)c1ccco1)NC1CCCC1 (stereo unspecified)
 : 1%, -10%, -0.6%, i, ?, -4%, 1%, i, ?, 5%, 5%
Cc1ccc(C)c2[nH]c(=O)c(CN(CCN3CCOCC3)Cc3nnnn3CC3CCCO3)cc12 (stereo unspecified)
 : 4%, -2%, nt, ?, i, 2%, -7%, i, ?, -4%, 9%
CC1(C(=O)NC2CCCC2)CCC(=O)N1Cc1ccccc1 (stereo unspecified)
 : -9%, 1%, -3.8%, i, i, -1%, -2%, i, i, 0%, 9%
Cc1ccsc1C(=O)OCC(=O)c1cc(C)n(CC2CCCO2)c1C (stereo unspecified)
 : 12%, -12%, -1.3%, i, i, 0%, 2%, i, i, 5%, 0%
O=C(CCSc1nc(-c2ccco2)cc(C(F)(F)F)n1)N1CCN(c2ccccn2)CC1
 : -6%, -1%, -0.3%, i, i, 3%, -10%, i, i, -15%, -13%
CCCCCC(=O)N1CCN(c2ccc(C(C)=O)cc2F)CC1
 : -17%, -1%, 0.6%, nt, nt, 7%, -5%, nt, nt, -4%, -4%
Cc1ccccc1NC(=O)c1ccccc1NC(=O)c1ccco1
 : 3%, -1%, 0.9%, i, i, 5%, 0%, i, i, 3%, 3%
O=C(NCC(=O)N(c1ccc2c(c1)OCO2)C(C(=O)NC1CCCC1)c1ccncc1)c1ccco1 (stereo unspecified)
 : -4%, 0%, -2.0%, i, ?, -1%, -9%, i, i, 9%, 8%
CCOc1ccc(-c2nc(-c3ccc(OC)c(OC)c3)no2)cc1OCC
 : 5%, 1%, 1.1%, i, i, 0%, 2%, i, i, 4%, -1%
Cc1ccc(S(=O)(=O)NCCNC(=O)c2ccccc2)cc1
 : 5%, -3%, -0.5%, ?, i, 6%, -4%, i, i, 13%, 16%
COc1cccc(NS(=O)(=O)c2ccc(S(=O)(=O)N3CCOCC3)cc2)c1
 : -1%, -4%, -1.3%, i, 1.1e-08M*, -2%, -7%, i, i, -1%, -1%
O=C(CSc1nc2c([nH]c3ccccc32)c(=O)n1-c1cccc(Cl)c1)N1CCOCC1
 : 3%, -3%, -0.2%, nt, nt, nt, -5%, nt, nt, -19%, ?
CCOC(=O)CCSc1nc(C)c2ccccc2n1
 : -2%, 4%, 1.7%[1.84 µM], ?, i, -2%, 0%, i, i, -5%, -3%
CC1(C)C2CCC1(C)C(NC(=O)CCN1CCCCC1)C2 (stereo unspecified)
 : nt, nt, nt, i, i, 0%[20.6 µM], nt, i, i, nt, nt
O=C(CCNS(=O)(=O)c1ccc2c(c1)CCC(=O)N2)NCc1cccnc1
 : -14%, -4%, -2.3%, i, i, 2%, -2%, i, i, -1%, 1%
CCOc1ccccc1-n1c(SCC(=O)NCc2ccco2)nnc1-c1ccncc1
 : -2%, 1%, -0.1%[57.5 µM], i, ?, 3%, -3%, i, i, 1%, 17%
COc1ccc(C(=O)Nc2ccc3c(c2)OCO3)cc1OC
 : -6%, -3%, 0.7%[9.22 µM], nt, nt, 2%, 2%, nt, nt, 12%, -3%
Cn1c(=NC(=O)CN2C(=O)C3CC=CCC3C2=O)sc2ccccc21 (stereo unspecified)
 : -2%, -2%, -0.5%[57.5 µM], i, i, -3%, -6%, i, i, 27%, 2%
Cc1cccc(OCCSc2cc(C)nc(N)n2)c1
 : 17%, 3%, -2.8%, nt, nt, -2%, 1%, nt, nt, 1%, -5%
CC1Cc2cc(/C(O)=C3/C(=O)C(=O)N(CC4CCCO4)C3c3ccco3)ccc2O1 (stereo unspecified)
 : -8%, -1%, 1.4%, i, i, 5%, -4%, i, i, -16%, 26%
COCCNC(=O)c1ccc2c(c1)ncn2-c1ccc(F)c(F)c1
 : -1%, 1%, -0.6%, i, i, -2%, -1%, i, i, 16%, -6%
COc1ccc(C(=O)N(Cc2ccco2)C(C(=O)NC2CCCC2)c2ccc(O)cc2)cc1OC (stereo unspecified)
 : -1%, -7%, nt, i, i, 0%, -2%, i, i, 2%, -9%

Next records follow.
Values in the order: UbGFP stabilizer, Hsp90 Hop PPI, HBB splicing, 4MU fluor, Fluorescein fluor, Epigenetic mod, DNA Pol III inh, Rhodamine fluor, TexasRed autofl, HADH2 inhib, 15-hLO inh
CCN(CC)CCNC(=O)NC1CCCCC1
 : -3%[9.17 µM], -3%[11 µM], 4.4%[0.0738 µM], nt, nt, 0%, -5%[11.4 µM], nt, nt, -4%[11.4 µM], -1%[11.4 µM]
COC(=O)CSc1cc(C(=O)c2nccn2C)c2ccccc2n1
 : 1%, 1%, -4.5%, i, ?, -1%, -9%, i, i, -8%, -3%
CCOC(=O)C1CCN(C(=O)COC(=O)COc2ccccc2OC)CC1
 : -1%, -1%, -2.0%, i, ?, -2%, -3%, i, ?, -2%, 10%
O=C1CC(N2CCC(O)(c3ccc(Cl)cc3)CC2)C(=O)N1Cc1ccc(N2CCCC2=O)cc1 (stereo unspecified)
 : -1%, -4%, -0.4%, i, ?, -2%, -4%, i, i, 15%, 6%
COc1cccc(OCC(O)CN2CCC(C)CC2)c1 (stereo unspecified)
 : 2%, -1%, -0.2%, i, i, 0%, -5%, i, i, 8%, 6%
CC1=C(C(=O)N2CCOCC2)C(c2ccsc2)C2=C(CCCC2=O)N1 (stereo unspecified)
 : -4%, 0%, -0.1%, 7.6e-07M*, ?, 0%, 2%, i, ?, ?, 10%
COCCN(Cc1cc2cccc(C)c2[nH]c1=O)C(=O)c1ccccc1
 : 0%, -2%, 2.2%, ?, i, 6%, -7%, i, ?, 8%, 8%
Cc1cccc(N2CCN(C(=O)Cn3cccc3)CC2)c1C
 : 3%, ?, -0.7%, nt, nt, 0%, -1%, nt, nt, -16%, ?
Fc1ccc(Nc2ccnc(-c3ccoc3)n2)cc1
 : -4%, -23%, 0.7%, i, ?, -1%[9.22 µM], -17%, i, i, -29%, ?
COc1ccc(-c2nnc3sc(C(C)N4C(=O)c5ccccc5C4=O)nn23)cc1 (stereo unspecified)
 : 2%, -7%, 0.1%, nt, nt, -2%, -2%, nt, nt, 12%, -15%
COc1cc2c(cc1OC)C1Cc3ccc(OC)c(OC)c3CN1CC2 (stereo unspecified)
 : 0%, -6%, nt, i, i, -4%, -10%, i, i, 6%, 4%&3%
CCNc1nc(SC(C(C)=O)C(C)=O)nc(N(C)C)n1
 : 4%, -4%, 1.1%, i, ?, 0%, 6%, i, ?, -12%, -4%
CCOC(=O)Cc1csc(NC(=O)CCNS(=O)(=O)c2ccc3c(c2)CCC(=O)N3)n1
 : -7%, -5%, -2.4%, i, i, -1%, 1%, i, ?, 1%, 1%
c1ccc(-c2cnn3nnnc3n2)cc1
 : 1%, -4%, -1.6%[57.5 µM], 1.9e-08M*, ?, -1%, -2%, i, i, -13%, -2%

Bioassay records as filed in PubChem BioAssay.
